From PubChem BioAssay
OXTR ag = human OXTR agonism. P30559. CHO-OTR cells, Fluo-8 calcium fluorescence; normalized: DMSO 0%, oxytocin 100%. activation, % at 3 µM. actives 0.32% (n = 320,000);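 active means activation above the mean of all tested compounds plus 3 SD, cutoff set per screening run, cut at about 20% in these data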;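 further: peak over basal fluorescence ratio from a 100 s FLIPR kinetic read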
M1 PAM parental = M1 PAM counterscreen hit in parental CHO-K1 cells; activation, % at 3 µM; ATP EC20, Fluo-8 calcium fluorescence; 0% at ATP EC20, 100% at ATP max; AID 602247; actives 0.02% (n = 360,000);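 active means activation above the run cutoff, the mean activation of all test compounds plus 3 SD, cut at about 40% in these data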;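 further: peak over basal fluorescence ratio in a 140 s read after ATP addition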
CHO-K1 Ca antag = nonselective inhibitor or artifact in parental CHO-K1 cells; ATP-induced calcium, Fluo-8 fluorescence; inhibition, % at 3 µM; actives 0.6% (n = 360,000); AID 602250;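 active means inhibition above a per-plate cutoff, the plate's mean sample inhibition plus 3 SD, cut at about 24% in these data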;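 further: 0% = DMSO plus EC80 ATP and 100% = DMSO alone without ATP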
TAAR1 antagonist = antagonists of human TAAR1 | CHO RD-HGA16 TAAR1, Fluo-8 calcium fluorescence, antagonist | inhibition, % at 3 µM | actives 1.5% (n = 360,000) | AID 624466;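 active means inhibition above a per-plate cutoff, the mean inhibition of test compounds on that plate plus 3 SD, cut at about 49% in these data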;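 further: 0% = DMSO plus EC80 beta-PEA response and 100% = DMSO alone without agonist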
Target sequence (Q96RJ0 whole entry, looked up): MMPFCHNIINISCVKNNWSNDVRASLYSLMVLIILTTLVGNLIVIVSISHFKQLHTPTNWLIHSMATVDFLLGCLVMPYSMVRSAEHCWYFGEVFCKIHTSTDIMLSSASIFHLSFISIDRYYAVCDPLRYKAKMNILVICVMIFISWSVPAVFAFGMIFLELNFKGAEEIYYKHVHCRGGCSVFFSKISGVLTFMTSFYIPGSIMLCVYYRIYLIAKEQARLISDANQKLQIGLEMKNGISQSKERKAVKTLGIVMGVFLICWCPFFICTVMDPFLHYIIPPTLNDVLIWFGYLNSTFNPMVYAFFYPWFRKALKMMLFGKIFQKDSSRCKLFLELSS
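System: RD-HGA16 CHO cells with stable hTAAR1 and Gα16 | Probe or stimulus: EC80 β-phenethylamine stimulus | Dosing: 3 µM, single point | Times: Dye loading 75 min at 37 °C, then 30 min room temperature | Measured by: Fluo-8 calcium-sensitive fluorescence | Read-out basis: % inhibition of agonist calcium response | Replicates: n of 1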
M1 ag parental = nonselective activator or artifact in parental CHO-K1 cells | Fluo-8 calcium fluorescence; scaled to maximal ATP response, vehicle zero | activation, % at 3 µM | actives 0.48% (n = 360,000) | AID 602248; in the data active means activation above about 15%;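 further: untransfected CHO-K1 host cells lacking M1 receptor as counterscreen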
GPR7 antag = human neuropeptides B/W receptor 1 antagonism; P48145; GPR7-expressing cells, fluorescence antagonist assay; inhibition, % at 4.4 µM; actives 1.1% (n = 290,000); AID 1861; in the data active means inhibition above about 16%, passing the limit was not always enough;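 further: cells stimulated with the agonist NPW; 0% = agonist with vehicle and 100% = vehicle without agonist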
Target sequence (P48145 whole entry, looked up): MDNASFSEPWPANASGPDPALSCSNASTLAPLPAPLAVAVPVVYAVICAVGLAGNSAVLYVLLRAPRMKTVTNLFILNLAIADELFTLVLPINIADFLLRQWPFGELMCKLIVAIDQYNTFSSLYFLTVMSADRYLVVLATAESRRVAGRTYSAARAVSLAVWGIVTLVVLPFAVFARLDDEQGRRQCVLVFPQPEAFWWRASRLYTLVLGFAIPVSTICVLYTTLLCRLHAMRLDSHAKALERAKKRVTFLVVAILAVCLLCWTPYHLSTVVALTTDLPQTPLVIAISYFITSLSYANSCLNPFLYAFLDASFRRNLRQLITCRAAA
CHO parental Ca = counter-screen for OX1R antagonists: effect in parental CHO cells | AID 463079 | inhibition, % at 5.6 µM | actives 0.63% (n = 330,000) | parental CHO-K1, ATP-induced calcium, Fluo-8 fluorescence;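 active means inhibition above that plate's mean sample inhibition plus 3 SD, cut at about 26% in these data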;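 further: 0% = ATP-challenged DMSO wells and 100% = DMSO wells without ATP; some compounds past the cut are filed as inactive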
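Test system: untransfected parental CHO cell line. Compound: one dose, 5.6 µM nominal. Detection: intracellular calcium via Fluo-8 no-wash fluorescent dye. Measure: % inhibition. Benchmarks: ATP-challenged DMSO wells low, unchallenged DMSO wells high.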
OXTR potentiate = potentiates the human oxytocin receptor response; CHO-OTR cells, Fluo-8 calcium fluorescence, potentiator mode; 0% = oxytocin EC15, 100% = EC100; activation, % at 3 µM; actives 0.061% (n = 320,000); AID 2445;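 active means activation above that plate's cutoff, the mean activation of tested compounds plus 3 SD, cut at about 6.6% in these data, passing the limit was not always enough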;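 further: 100% uses oxytocin at 75 nM as the full agonist control; some results filed as inactive read as strong as hits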
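Measured by – Fluo-8 calcium dye fluorescence · Test system – human OTR in CHO cells · Dosing – one concentration, 3.0 µM compound · Controls – EC15 oxytocin alone as 0%, 75 nM oxytocin as 100% · Evaluation – normalized max/min fluorescence ratio, % activation · Timing – 6 min pre-incubation, 100 s read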
V1aR counter = activates human V1a receptor in oxytocin agonist counter-screen. activation, % at 3 µM. CHO-V1R cells, Fluo-8 calcium fluorescence, agonist mode; 0% DMSO, 100% 3 nM vasopressin. actives 0.25% (n = 320,000);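 active means activation above the mean activation of all tested compounds plus 3 SD, per screening run, cut at about 20% in these data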;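 further: signal is peak over basal fluorescence ratio across a 100 second FLIPR read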
Target sequence (P37288 whole entry, looked up): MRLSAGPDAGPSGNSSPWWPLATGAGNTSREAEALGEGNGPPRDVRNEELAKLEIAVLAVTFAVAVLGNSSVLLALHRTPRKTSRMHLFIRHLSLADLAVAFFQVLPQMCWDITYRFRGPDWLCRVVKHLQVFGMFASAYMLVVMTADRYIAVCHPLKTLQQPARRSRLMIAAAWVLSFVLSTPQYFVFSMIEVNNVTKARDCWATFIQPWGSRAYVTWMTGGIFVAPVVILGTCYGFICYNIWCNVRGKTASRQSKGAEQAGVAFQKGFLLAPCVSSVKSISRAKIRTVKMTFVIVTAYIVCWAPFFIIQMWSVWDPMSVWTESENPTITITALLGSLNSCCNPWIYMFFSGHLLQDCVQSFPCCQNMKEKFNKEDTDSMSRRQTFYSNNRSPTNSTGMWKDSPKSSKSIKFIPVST
* hit, by the source's call; x = not tested or not shown.

SMILES	OXTR ag	M1 PAM parental	CHO-K1 Ca antag	TAAR1 antagonist	M1 ag parental	GPR7 antag	CHO parental Ca	OXTR potentiate	V1aR counter
COc1ccc(S(=O)(=O)Nc2ccccc2C(=O)N2CCOCC2)cc1OC	1.4	-2	-13	-6	0.7	7	-2	-11	0.5
COc1ccc(-c2ccnc3c(Br)c(C)nn23)cc1	-1.6	18	-17	7	0.6	x	-18	-9	-0.5
COC(=O)[C@@]1(Cc2ccc(F)cc2)[C@H]2C(CC(=O)C(=O)N3CCCC3)C(=O)C[C@H]2CN1C(=O)c1ccccc1 (stereo partly drawn)	x	18	-8	-2	0.4	x	x	x	x
CC(=O)Nc1ccc(SCC(=O)NCC2(N3CCCCC3)CCCCC2)cc1	1.2	9	-3	-2	0.8	x	-17	5	1.8
CC(C)(C)c1ccc(Cn2nnc3c(=O)[nH]c(C4CCCN(C(=O)c5cccs5)C4)nc32)cc1 (stereo not drawn)	-0.4	19	-19	-20	0.8	-13	-28	-1	1.1
N#CC1=C(N)NC(SCc2ccc(Cl)cc2)=C(C#N)C12CCCCC2	6.8	1	23	62*	8.8	7	47*	-28	6.2
Cc1cc([N+](=O)[O-])c(NCCCCCCO)c([N+](=O)[O-])c1	-0.8	6	-7	-6	0.8	7	-9	-13	0.7
Cc1ccc(NC(=O)COC(=O)CCn2c(C)csc2=O)c([N+](=O)[O-])c1	2.7	2	0	-1	2.0	x	-11	-4	3.8
CCOC(=O)COc1cc(N)c(Cl)cc1Cl	-1.5	-15	13	11	-0.4	-8	-18	-10	0.1
COc1ccccc1-c1oc2ccccc2c1C#CCCCCO	0.9	1	-6	2	0.3	x	-23	-5	0.1
COc1ccc(CCC(C(O)C(F)(F)F)S(=O)c2ccccc2)cc1 (stereo not drawn)	-1.5	19	-11	-8	0.6	-7	-8	1	-0.3
CN=C1S/C(=C\c2ccc(O)c(OC)c2)C(=O)N1C	0.6	-11	-10	-24	1.2	x	-4	4	0.6
COc1ccc(CC2(CO)CCN(Cc3cc4ccccc4o3)CC2)cc1	6.5	11	-7	-6	3.3	2	-20	-1	4.0
CCn1c(N2CCN(Cc3ccc([N+](=O)[O-])cc3)CC2)nc2ccccc21	-2.3	10	-10	-2	2.5	17	-19	-2	0.1
NC(=O)c1cc(Cl)ccc1OCC(=O)N1CCCc2ccccc21	5.1	-7	-6	17	9.3	-6	-6	-8	5.5
NC(=O)CNCCC(c1ccccc1)c1ccccc1	0.1	11	7	-34	0.7	x	31	-7	0.8
CCOC(=O)C1(Cc2ccc(OC)cc2)CCN(C(=O)C2CCCO2)CC1 (stereo not drawn)	0.5	20	-8	14	0.5	-7	-1	-8	-0.1
CCOc1ccc(CN(C)C(=O)c2ccc(NC(=O)CC3SC(N4CCCC4)=NC3=O)cc2)cc1 (stereo not drawn)	-0.3	-12	12	-17	-0.5	-9	-12	-3	0.4
COc1cccc2cc(C(C)N(CCCN3CCOCC3)C(=S)Nc3cccc(C)c3C)oc12 (stereo not drawn)	-0.4	-10	5	-48	0.7	8	-12	2	-0.3
O=C(NCCc1ccccc1)c1ccc2c(c1)OCCCO2	0.0	5	-1	-1	0.6	-4	2	1	-0.6
COc1cccc(CNC(=O)C2CCCN(S(=O)(=O)c3cccc4nonc34)C2)c1 (stereo not drawn)	0.1	19	-12	-6	2.1	5	4	-1	1.2
CCOC(=O)c1c(NC(=O)CSc2ncccn2)sc2c1CCN(Cc1ccccc1)C2	x	-4	-15	16	0.8	27*	x	x	x
CSc1ncccc1C(=O)OCC(=O)c1cc(C)n(C)c1C	-0.4	0	-14	-15	0.5	x	-22	-6	-0.7
O=C(c1cccc(F)c1)N1CCN(S(=O)(=O)Cc2ccccc2)CC1	0.9	3	4	-4	2.2	-2	-6	-1	0.0
Cc1ccnc2nc(C(=O)OCC(=O)N(C)C3CCCCC3)nn12	x	-21	22	-31	-0.4	x	x	x	x
Cc1cccc(NC(=O)CCN2CCCC(C)C2)c1 (stereo not drawn)	-0.2	-13	3	5	0.0	-19	-10	0	2.0
CCOc1ccc2[nH]c(=O)c(CN(CCO)C(=O)c3ccc(OC)c(OC)c3)cc2c1	-0.8	-8	4	12	0.3	-6	-4	-7	-0.7
Cc1ccc(Cn2c(N3CCN(CCO)CC3)nc3c2c(=O)n(C)c(=O)n3C)cc1	1.1	11	-9	-3	0.4	-8	-6	2	0.5
Cc1ccc(S(=O)(=O)N2CCN(C(=O)COC(=O)c3cccnc3Cl)CC2)c(C)c1	3.5	15	-8	-17	2.3	x	-12	-3	3.0
Cn1cnnc1SCC(=O)Nc1ccc(F)cc1F	1.4	12	4	0	-0.1	-13	0	3	0.1
C/C(O)=C(\C#N)c1nc2ccccc2[nH]1	-0.7	-5	12	-23	1.2	-6	-1	-7	-0.9
O=C(c1cccc(Br)c1)c1nc2ccccc2[nH]c1=O	x	-7	4	-7	0.5	x	x	x	x
CC(=O)c1ccc(S(=O)(=O)N2CCN(C(=O)c3ccc(N)c([N+](=O)[O-])c3)CC2)cc1	0.9	15	-17	9	3.2	x	-17	-6	-0.3
CC(=O)Oc1ccccc1C(=O)Nc1ccccc1C(=O)N1CCCCC1	-1.3	-10	1	-6	-0.2	-15	-18	-10	4.5
COc1cc(C(=O)Nc2ccc(C)cc2C(NCC(=O)NN)c2ccccc2)cc(OC)c1OC (stereo not drawn)	-1.2	-6	-14	-22	-0.5	-9	-27	-13	0.8
C[C@H](NC(=O)[C@H](Cc1ccccc1)n1c(=O)[nH]c2ccccc2c1=O)C(=O)N1CCC[C@H]1C(=O)O	0.7	14	0	1	-0.3	-5	-7	1	1.1
COC(=O)c1cccc(NC(=O)/C=C/c2ccc([N+](=O)[O-])cc2)c1	0.0	2	-4	32	8.9	-5	-5	-8	3.4
COc1ccc(C(=O)NCC2(c3ccccc3)CCOCC2)cc1	-0.1	11	-11	-15	0.2	-2	-5	3	0.3
CCOC(=O)c1c(C)[nH]c(C)c1S(=O)(=O)NCCc1ccco1	0.1	0	-11	-14	1.3	-2	9	-7	-0.3
Cc1c(Cl)cccc1NC(=S)NNS(=O)(=O)c1ccc([N+](=O)[O-])cc1	0.0	8	0	-13	0.3	-12	-9	-1	0.9

Filtered by structure: the entries above containing bromine (2)
SMILES	OXTR ag	M1 PAM parental	CHO-K1 Ca antag	TAAR1 antagonist	M1 ag parental	GPR7 antag	CHO parental Ca	OXTR potentiate	V1aR counter
COc1ccc(-c2ccnc3c(Br)c(C)nn23)cc1	-1.6	18	-17	7	0.6	x	-18	-9	-0.5
O=C(c1cccc(Br)c1)c1nc2ccccc2[nH]c1=O	x	-7	4	-7	0.5	x	x	x	x

Additional entries follow:
SMILES	OXTR ag	M1 PAM parental	CHO-K1 Ca antag	TAAR1 antagonist	M1 ag parental	GPR7 antag	CHO parental Ca	OXTR potentiate	V1aR counter
CC(=O)c1sc(-c2cccc(Cl)c2)nc1C	-0.7	-3	7	-8	0.5	2	-9	-2	-0.1
COc1ccccc1C(=O)Nc1ccc(Nc2ccccc2)cc1	-0.4	26	-9	1	0.5	x	-12	-1	2.4
CCn1c(SCC(=O)c2ccc(CNC(C)=O)o2)nnc1-c1cccs1	-0.2	1	-5	2	0.2	-7	-8	-17	0.6
O=C(Nc1nnc(CCN2CCCCC2)s1)c1ccc(Cl)cc1Cl	0.5	-1	1	-23	0.3	-11	-9	-5	-0.9
O=C(Nc1nc2c(s1)CCCC2)c1cc(-c2ccccc2)nc2ccccc12	-1.6	12	-3	5	0.4	-2	-28	-7	-0.7
Cc1ccc(N2CC(C(=O)NCc3cccs3)CC2=O)cc1C (stereo not drawn)	-0.2	13	2	5	0.3	-3	-27	-4	-0.3
COc1cccc2cc(C(=O)NCCc3ccccc3)c(=O)oc12	-0.7	14	-17	5	0.8	0	-12	-10	1.0
CCCn1c(NC(=O)CN2C(=O)NC3(CCCCC3)C2=O)nc2ccccc21	-1.2	4	-7	-10	0.3	x	-20	1	-0.2
O=[N+]([O-])c1cc([N+](=O)[O-])c(N2CCOCC2)cc1NCc1ccccc1	-1.9	14	-7	5	0.5	-14	-28	-10	-0.1
CC(=O)/C(=N/Nc1cccc(Cl)c1)N1CCOCC1	-2.2	4	-1	-1	0.7	-4	-19	-10	-1.1
Fc1c(F)c(F)c(/C=N/NC(=S)Nc2cccnc2)c(F)c1F	-1.3	25	-11	10	0.5	-6	-13	0	0.0
O=C(Nc1ccc(F)cc1)NC1CCN(Cc2ccccc2)CC1	3.3	17	-3	18	0.6	-13	7	0	2.8
Cc1ccccc1CC(=O)N1CCN(S(=O)(=O)c2ccc(Cl)s2)CC1	2.0	9	-9	4	0.8	x	-16	-9	4.0
OCC1N=C(c2ccccn2)OC1c1ccccc1 (stereo not drawn)	0.0	8	-13	8	0.1	0	1	-2	0.4
CCOC(=O)c1[nH]c(C)c(/C(O)=C2\C(=O)C(=O)N(CCN(C)C)C2c2ccco2)c1C (stereo not drawn)	1.6	9	-2	7	0.2	x	0	1	1.5
COc1ccc(OCC(O)Cn2c(=N)n(CCN3CCCCC3)c3ccccc32)cc1 (stereo not drawn)	-0.8	15	5	-13	1.5	29*	-12	-3	1.9
CNc1nc2ccccc2n1CC(=O)c1ccccc1	x	17	-7	-4	1.9	-6	x	x	x
CCOC(=O)COc1ccc(S(=O)(=O)c2ccc(OCC(=O)OCC)cc2)cc1	3.8	11	-19	-11	4.7	3	7	-17	7.0
CN(C)CCCNC(=O)C1(O)c2cc(Br)ccc2NC(=O)N1c1ccc(Cl)cc1 (stereo not drawn)	-0.8	11	-4	-7	1.4	4	0	1	0.6
O=C(Nc1ccc(F)cc1F)c1ccc(-n2cncn2)nc1	1.0	17	-9	2	-0.4	-19	-5	-11	-0.2
Cc1ccc(S(=O)(=O)N2CCOCC2)cc1-c1n[nH]c(=S)n1-c1ccccc1	0.2	3	-2	-21	-0.4	x	0	-2	0.2
O=C(NCc1ccccn1)c1ccc(CNS(=O)(=O)c2cccc(C(F)(F)F)c2)cc1	0.0	16	-10	7	1.3	3	-16	-5	0.4
Cc1ccc2[nH]c(=O)c(CN(CCCN3CCOCC3)Cc3nnnn3C3CCCC3)cc2c1	-0.1	20	-13	2	0.9	3	-14	-6	0.7
CCCC(c1nnnn1Cc1ccco1)N1CCN(C2CCCC2)CC1 (stereo not drawn)	-0.5	-4	11	-13	0.1	16	0	-11	0.4
CCc1cnccc1CCC(=O)Nc1ccccc1C	-0.8	20	-9	5	0.8	x	-8	-7	-1.0

An excerpt of the results above:
SMILES	OXTR ag	M1 PAM parental	CHO-K1 Ca antag	TAAR1 antagonist	M1 ag parental	GPR7 antag	CHO parental Ca	OXTR potentiate	V1aR counter
Cc1ccc(S(=O)(=O)N2CCOCC2)cc1-c1n[nH]c(=S)n1-c1ccccc1	0.2	3	-2	-21	-0.4	x	0	-2	0.2
O=C(NCc1ccccn1)c1ccc(CNS(=O)(=O)c2cccc(C(F)(F)F)c2)cc1	0.0	16	-10	7	1.3	3	-16	-5	0.4
